# Screening data from PubChem.
# FUS yeast rescue = rescues growth of FUS-expressing yeast; S. cerevisiae FUS-expressing, growth rescue, OD600, 24 h; Potency, µM (doses to about 76.6 µM), without a hit: at the top dose growth rescue (activation), actives largely listed as activators; 390,000 tested, 0.24% active;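 note: potency is the fitted concentration of half-maximal effect; plate controls were DMSO vehicle for no effect and reference control for full effect; nearly all actives have a fitted effect of over 55% in size; some results filed as inactive show a strong effect at the top dose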
#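 Compound concentration series was pinned onto galactose-induced FUS-expressing yeast seeded at OD 0.005. Plates sat 24hr at 30C; absorbance at 600 nm gave growth. DMSO served as background control.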
# EPAC1 antag = blocks human EPAC1 exchange factor | Potency, µM (doses to about 115 µM), without a hit: top-dose activity change, negative = inhibition, most hits filed as inhibitors | AID 720709 | 360,000 tested, 0.14% active | EPAC1 GEF assay, Rap1b-BODIPY-GDP exchange fluorescence | O95398;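 note: potency is the fitted concentration of half-maximal effect; plate controls were vehicle for no effect and positive control for full effect; nearly all actives have a fitted effect of over 50% in size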
# WRN inhibitor = inhibitors of human WRN helicase; WRN helicase unwinding, fluorescent forked duplex, kinetic; 360,000 tested, 0.46% active; Potency, µM (series often up to 114 µM), without a hit: at the highest dose activity change, negative = inhibition, most hits filed as inhibitors; AID 651768; Q14191; note: potency is the fitted concentration of half-maximal effect; % is set by controls: 0 for no effect and ±100 for the full control effect; nearly all actives have a fitted effect of over 55% in size
# Target sequence (Q14191 whole entry, looked up): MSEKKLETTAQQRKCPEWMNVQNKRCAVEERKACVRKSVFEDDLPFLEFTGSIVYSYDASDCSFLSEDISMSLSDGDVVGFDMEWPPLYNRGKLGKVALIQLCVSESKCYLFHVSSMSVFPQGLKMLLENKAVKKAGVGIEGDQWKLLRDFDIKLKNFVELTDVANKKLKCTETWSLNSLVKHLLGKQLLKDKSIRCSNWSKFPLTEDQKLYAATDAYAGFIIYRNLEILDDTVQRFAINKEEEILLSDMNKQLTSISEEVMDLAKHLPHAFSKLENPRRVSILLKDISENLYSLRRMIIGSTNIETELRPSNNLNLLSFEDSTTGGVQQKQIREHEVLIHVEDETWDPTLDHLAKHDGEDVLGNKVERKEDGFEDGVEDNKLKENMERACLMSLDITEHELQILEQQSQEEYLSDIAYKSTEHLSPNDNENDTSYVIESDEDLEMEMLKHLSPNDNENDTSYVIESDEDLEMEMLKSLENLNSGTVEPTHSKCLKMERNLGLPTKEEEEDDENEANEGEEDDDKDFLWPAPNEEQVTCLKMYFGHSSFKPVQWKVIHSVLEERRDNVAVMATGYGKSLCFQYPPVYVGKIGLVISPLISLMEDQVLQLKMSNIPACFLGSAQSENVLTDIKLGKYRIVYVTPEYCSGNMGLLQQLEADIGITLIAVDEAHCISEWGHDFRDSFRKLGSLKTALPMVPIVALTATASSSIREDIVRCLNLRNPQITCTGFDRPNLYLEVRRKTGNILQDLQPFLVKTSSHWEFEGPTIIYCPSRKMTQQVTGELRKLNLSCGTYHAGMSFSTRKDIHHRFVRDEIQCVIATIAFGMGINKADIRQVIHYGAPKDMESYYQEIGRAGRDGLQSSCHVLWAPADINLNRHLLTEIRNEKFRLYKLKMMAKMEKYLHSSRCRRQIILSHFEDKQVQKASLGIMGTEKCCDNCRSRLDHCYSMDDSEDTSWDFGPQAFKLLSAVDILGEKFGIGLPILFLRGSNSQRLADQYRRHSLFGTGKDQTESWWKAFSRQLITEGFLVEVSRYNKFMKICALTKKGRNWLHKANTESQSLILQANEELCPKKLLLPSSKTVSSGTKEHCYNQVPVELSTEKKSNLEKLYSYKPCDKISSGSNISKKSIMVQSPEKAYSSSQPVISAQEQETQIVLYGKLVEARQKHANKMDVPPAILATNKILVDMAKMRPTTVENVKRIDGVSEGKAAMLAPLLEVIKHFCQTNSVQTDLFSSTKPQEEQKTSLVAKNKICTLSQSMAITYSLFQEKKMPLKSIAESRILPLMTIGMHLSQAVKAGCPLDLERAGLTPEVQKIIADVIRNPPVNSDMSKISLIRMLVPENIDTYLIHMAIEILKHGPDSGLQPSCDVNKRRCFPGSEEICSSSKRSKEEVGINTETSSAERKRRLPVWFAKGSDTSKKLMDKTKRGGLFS
#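 WRN at 20 nM final preincubated with compound 15 min at room temperature; reaction started with 100 nM fluorophore/quencher forked duplex oligonucleotide and 2 mM ATP final. Unwinding followed kinetically by red fluorescence (ex 525, em 598 nm).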
# EPAC1 agonist = EPAC1 (human) agonism; O95398; EPAC1 agonist qHTS, biochemical assay; response scale: 100% = response to 6.5 mM cAMP; Potency, µM (top dose mostly 154 µM), for inactives: at the highest dose activation, usual class: activators; 360,000 tested, 0.073% active; note: potency is the fitted concentration of half-maximal effect; nearly all actives have a fitted effect of over 60% in size
#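 Fluorescent GDP-exchange assay: 100 nM EPAC1 with 250 nM Rap1B preloaded with BODIPY-GDP and 50 uM GDP; compounds tested as concentration series, 5 min at room temperature, then read every 5 min for 30 min (ex 480/em 540 nm); normalized to 6.5 mM cAMP.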
# IL2 activator = activators of IL-2; IL-2 activation reporter assay, cell-based qHTS; stimulated with anti-CD3/CD4/CD28 beads; in transgenic mouse T cells; activation, % (series mostly up to about 46 µM); 360,000 tested, 0.065% active; AID 652025; in the data active = activation above about 50%; inconclusive = mostly about 30% to 49%; note: 0% is about no effect
#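 First, unstimulated transgenic mouse T cells were exposed to compound for 60 min. Next, anti-CD3/anti-CD4-coated beads with anti-CD28 were added. Finally, after 18 h at 37 degrees C, EGFP and DsRed were imaged.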
# PLK1 PBD block = blocks phosphopeptide binding to human PLK1 polo-box domain; P53350; Plk1 PBD binding of FITC phosphopeptide, fluorescence polarization; Potency, µM, for inactives: max response, negative = inhibition, hits mostly inhibitors; 360,000 tested, 2.8% active; AID 720504; note: potency is the fitted concentration of half-maximal effect; series mostly up to about 57 µM; % is set by controls: 0 for no effect and ±100 for the full control effect; nearly all actives have a fitted effect of over 65% in size
# Abeta rescue = restores growth of yeast expressing A-beta42 peptide. yeast expressing A-beta42, growth rescue, OD600, 48 h; response scale: 0% DMSO, 100% iron-clioquinol control. Potency, µM (titrated, usually from 46.1 µM), for inactives: at the top dose growth rescue, actives largely listed as activators. 410,000 tested, 0.063% active. AID 1347071; note: potency is the fitted concentration of half-maximal effect; nearly all actives have a fitted effect of over 55% in size
#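 Yeast A-beta toxicity model in growth medium with pinned compounds, 48 h at 30 C; growth read as absorbance at 600 nm. Normalized to FeCl3/clioquinol equimolar mix (positive) and DMSO (negative).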
# PI5P4K alpha inh = inhibitors of human PI5P4K alpha; P48426; PI5P4Kalpha enzyme, ADP-Glo luminescence, 60 min; active compounds read low; max response, %; 330,000 tested, 1.2% active; AID 652105; active = max response of -50% or lower; inconclusive = between -30% and -50%; inactive = -30% or higher; note: value at the top dose of about 77 µM; % is set by controls: 0 for no effect and ±100 for the full control effect
#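 Single end-point luminescence (ADP-Glo) quantified ADP from PI5P4Kalpha turnover; ATP 5 microM final, 1 h at RT, 0.1% CHAPS and 0.28 mM EGTA in HEPES pH 7.4.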
# Starred values were filed as active, the others as inactive; ? = inconclusive; nt = not tested or not shown; [ ] = remark or other dose. Unless noted, calls come from the whole dose curve; as a rule, active = well fitted curve in the direction sought with a large enough effect; inconclusive = small, poorly fitted or top-dose-only effect, or another doubt; inactive = no such curve, though single readings can be large; an effect the other way counts as inactive or inconclusive.
SMILES,FUS yeast rescue,EPAC1 antag,WRN inhibitor,EPAC1 agonist,IL2 activator,PLK1 PBD block,Abeta rescue,PI5P4K alpha inh
C=CCn1c(CCC(O)CCCCC)n[nH]c1=S (centres undefined),-2.5%,17.6%,3.3%,3.7%,0.3,-4.5%,-18.6%,-13.0
CC(=O)Nc1ccc(C(=O)Nc2cc(C(F)(F)F)ccc2-n2cnc3ccccc32)cc1,28.3%,-12.1%,-12.4%,3.4%,-1.8,-0.4%,-14.9%,3.2
O=C(NCc1ccccc1)C1=C[C@@H](c2csc3ccccc23)C[C@@H](OCc2ccc(CO)cc2)O1,33.3%,-6.8%,-3.9%,6.4%,-0.8,-2.5%,8.7%,9.7
O=C(NC1CC1)C1Nc2ccc(OC(F)(F)F)cc2C2C=CCC12 (centres undefined),-10.6%,-18.9%,7.6%,-6.3%,-0.6,3.7%,-6.1%,9.1
COCCNC(=O)/C(C#N)=C/c1c(N2CCN(c3cccc(Cl)c3)CC2)nc2c(C)cccn2c1=O,30.9%,6.3%,7.9%,-6.2%,0.7,?,-6.6%,-9.0
CNC(=O)COC(=O)C1CCN(S(=O)(=O)c2ccc3c(c2)OCCO3)CC1,-9.7%,8.0%,-7.2%,5.3%,0.0,1.7%,-5.7%,2.7
COc1ccc(CNCCc2ccc([N+](=O)[O-])cc2)c(OC)c1OC,-9.2%,-24.9%,-3.6%,-0.3%,0.3,-7.0%,6.1%,0.2
C/C(CC(=O)Nc1ccccn1)=N\NC(=O)c1ccc([N+](=O)[O-])cc1Cl,-10.3%,-11.4%,-7.9%,10.9%,0.1,-3.7%,0.7%,1.7
Cc1c(C)n2c(SCC(=O)N3CCC(C)CC3)nnc2[nH]c1=O,-8.4%,10.5%,2.3%,9.5%,0.8,0.2%,-7.3%,-1.4
COC(=O)[C@@]12C[C@@H](CC(=O)NCc3cccs3)C(=O)N(Cc3ccccc3)C1=CCC(C)(C)C2,43.3%,-17.1%,-5.0%,-4.6%,-1.1,-5.0%,9.6%,-1.1
CC(C)(C)C(=O)/C(=C/c1ccc(Cl)cc1)n1cncn1,-21.0%,-9.4%,-5.8%,-16.9%,-0.8,-13.8%,-31.7%[inhibitor],8.7
Cc1c(Br)ccc(NC(=O)CCN2C(=O)C3C4CCC(C4)C3C2=O)c1C (centres undefined),-0.4%,-9.6%,-4.3%,3.1%,-1.2,1.2%,3.5%,-2.8
CCn1cc(C(=O)N[C@@H](CCSC)C(=O)NCCCO)c(=O)c2cc3c(cc21)OCO3,-2.3%,3.3%,-6.3%,2.1%,0.5,0.3%,4.1%,-2.1
O=C(N/N=C\c1ccc([N+](=O)[O-])s1)c1cncc(Br)c1,3.5%,-4.9%,-2.5%,-6.3%,-4.2,-22.8%,-12.3%,0.3
COc1cc(C(=O)NN(CCC#N)C2=NS(=O)(=O)c3ccccc32)cc(OC)c1OC,23.6%,-17.9%,15.5%,-2.6%,-0.6,-12.7%,-5.2%,2.3
CN(C)CCCNC(=O)C[C@H]1C[C@H](C(=O)N2CCCCC2)[C@@]2(C)c3[nH]c4ccc(Cl)cc4c3CCN2C1=O,13.4%,3.0%,-4.6%,0.1%,0.3,-0.5%,9.5%,9.3
CCCCOC(=O)c1ccc(NC(=O)c2cc(Cl)c(Cl)cc2C(=O)O)cc1,6.9%,-2.1%,-28.3%,0.2%,1.0,?,-8.4%,3.3
COC(=O)c1ccc(N2CCN(C(C)=O)CC2)c(NC(=O)COc2ccccc2C)c1,21.4%,?,-6.0%[57.1 µM],-5.0%,0.2,-0.6%,2.0%,-0.9
CCc1c(N=O)c(-c2ccccc2)n(O)[n+]1[O-],-14.3%,7.0%,27.0%,-18.1%,-2.7,-2.1%,2.1%,-5.5
CCCCN1/C(=C/c2ccc3ccccc3[n+]2CC)Sc2ccccc21,-6.4%,3.8%,-2.4%,-2.0%,?,9.8%,-35.2%[inhibitor],-17.6
O=C(/C=C/c1cccc(C(F)(F)F)c1)OCC(=O)N1CCN(c2ccccc2)CC1,10.2%,-11.1%,-4.8%,-11.7%,-0.6,3.6%,10.1%,0.1
NC(=O)NC(Cc1ccccc1)C(=O)O (centres undefined),-26.4%,4.0%,-1.4%,-4.4%,-1.0,-4.4%,21.6%,nt
O=C(N/N=C/c1cccc(F)c1)c1c(O)c2c([nH]c1=O)CCCC2,0.8%,-7.1%,-8.8%[57.1 µM],-1.7%,-0.5,0.8%,-11.5%,-2.7
CCC(CC)C(=O)N(C)c1c(C)nc2c(OCCOc3ccccc3)cccn12,16.3%,3.6%,8.6%[57.1 µM],-9.3%,-0.3,2.6%,-2.1%,-2.1
CC(C)c1ccc(OCC(=O)NC2=NCCS2)cc1,12.5%,-14.3%,10.2%,5.0%,-0.6,-4.9%,14.1%,2.0
SMILES,FUS yeast rescue,EPAC1 antag,WRN inhibitor,EPAC1 agonist,IL2 activator,PLK1 PBD block,Abeta rescue,PI5P4K alpha inh
N#Cc1ccc(Oc2ccc(S(=O)(=O)N3CCCC3)cn2)cc1,-3.8%,-7.9%,-8.0%,0.1%,-2.1,-4.8%,-14.1%,-11.0
O=C(O)c1c(NC(=O)N(CCO)Cc2ccccc2)sc2c1CCCC2,-20.2%,-11.0%,-2.5%,3.1%,-1.8,-5.5%,-15.0%,-4.1
CCC1CCCCN1C(=O)c1cc2cc(Br)ccc2oc1=O (centres undefined),-11.0%,nt,2.6%,?,-2.0,?,-0.2%,7.4
CCN(CC)S(=O)(=O)c1cccc(NC(=O)c2cc(=O)[nH]c3ccccc23)c1,nt,8.1%,-1.5%,0.5%,0.4,-7.5%,-9.7%,2.2
Cc1ncc([N+](=O)[O-])n1CC(=O)Nc1ccc2c(c1)OCO2,-21.2%,-26.0%,1.2%,10.6%,-3.2,7.8%,0.4%,-4.8
C=C[C@H](CC(C)C)N(Cc1ccccc1)S(=O)(=O)N(Cc1ccccc1)[C@@H](C=C)CC(C)C,-24.0%,-5.8%,-4.2%,-6.2%,0.8,-14.1%,8.4%,3.9
CCc1ccc2[nH]c(=O)c(CN(CC3CCCO3)C(=S)NCc3ccco3)cc2c1 (centres undefined),3.6%,-16.7%,-8.9%,5.7%,-1.6,-10.3%,7.8%,-1.5
O=C(O)Cn1cc(/C=C2/NC(=O)N(c3ccc(Cl)cc3)C2=O)c2ccccc21,-18.0%,-15.0%,-4.7%,3.0%,-1.5,-19.8%,5.5%,-12.2
O=C(COC(=O)c1ccccc1Cc1ccccc1)NC1CCS(=O)(=O)C1 (centres undefined),nt,-24.8%,-33.8%,10.5%,-2.7,-9.5%,-0.6%,5.8
O=C(COC(=O)c1ccccc1NC(=O)c1ccco1)Nc1ncc(Cl)cc1Cl,3.2%,-0.5%,-15.6%[57.1 µM],0.5%,0.1,-14.1%,31.9%,-0.1
CN(C(=O)c1ccc(NC(=O)Cc2cccc(NC(=O)C3CCN(C(=O)C4CCCCC4)CC3)c2)cc1)C1CC1,28.7%,3.6%,2.4%,7.6%,-0.2,-9.5%,1.4%,4.1
Cc1ccc(NC(=O)CSc2nc3c(c(=O)n(C)c(=O)n3C)n2C)cc1,-20.6%,-19.8%,-0.6%,6.5%,-2.2,-3.7%,5.7%,1.0
CC[C@@]1(C(=O)OC)N[C@H](CN(C)S(=O)(=O)c2ccccc2)[C@@H]2C(=O)N(C)C(=O)[C@@H]21,-15.3%,?,1.3%,-12.1%,-0.2,-7.2%,-5.9%,0.5
CCOC(=O)C1=C(COC(=O)C(CC)Oc2ccccc2)NC(=O)NC1C (centres undefined),21.4%,8.3%,0.7%,-5.6%,0.8,-6.6%,-16.8%,2.6
C=CCOc1ccc(C=Nc2ccc(Cl)cc2)c(O)c1,-14.2%,-3.8%,0.8%,6.2%,-0.1,-4.9%,?,2.9
CCOC(=O)Cc1c(C)nc(SC)[nH]c1=O,-6.9%,-4.2%,3.8%,5.3%,-1.4,-2.1%,-11.5%,4.8
CC(C)C[C@@H](CN)NC(=O)c1nc[nH]c1C(=O)N[C@@H](CC(=O)O)C(=O)CNC[C@H](C)NC(=O)c1nc[nH]c1C(=O)N[C@@H](CC(=O)O)C(=O)O,-12.5%,-24.6%,-4.9%,-14.4%,-0.4,-14.5%,-4.9%,-4.2
CCN(CC)CC(=O)Nc1ccc2c(c1)N(C(=O)CN(CC)CC)c1ccccc1CC2,10.0%,0.0%,-3.2%,-5.9%,0.2,-3.6%,-3.2%,nt
O=C(C(Cc1ccccc1)N1C(=O)C2C3CCC(C3)C2C1=O)N1CCCCC1 (centres undefined),5.6%,3.4%,-5.2%,3.1%,0.9,-12.2%,16.5%,nt
NS(=O)(=O)c1ccc(CNC(=O)c2ccc(S(=O)(=O)NCc3ccco3)cc2)cc1,-19.3%,-2.3%,-1.8%,13.8%,-0.2,-12.0%,-14.3%,1.2
CCN(CC)C(=O)C(=O)c1cccn1-c1cccc(OC)c1C#N,-3.2%,5.2%,1.3%,12.5%,0.3,-7.4%,3.0%,0.2
COc1ccc(CC(=O)N2CCC(n3nccc3NC(=O)C3CC3)CC2)cc1,nt,4.0%,-0.9%,11.4%,-0.1,0.8%,11.3%,0.5
Cc1ccc(S(=O)(=O)NCCC(=O)N2CCOCC2)cc1C,5.3%,-2.7%,6.3%,6.5%,-1.9,2.5%,12.5%,13.9
CCCCN(Cc1ccccc1)C1CCN(Cc2ccccc2)CC1,-1.4%,7.5%,15.2%,-4.2%,-3.1,-12.9%,-3.8%,-8.9
N#CNC(=Nc1ccc(Cl)cc1)Oc1ccccc1,3.1%,0.5%,-5.0%,-7.6%,-1.2,2.9%,-14.7%,2.0
CCOC(=O)C1(Cc2ccccc2)NC(c2ccccc2F)C2C(=O)N(CC)C(=O)C21 (centres undefined),35.0%,-17.9%,3.0%,0.0%,-3.1,-9.1%,5.6%,4.3
COc1cccc(NC(=O)c2ccccc2Br)c1,-7.5%,-4.6%,4.8%,-4.2%,1.0,1.8%,7.9%,-3.9

# The order is random. Share with any hit: about 4.1%.
